# Screens deposited in PubChem by Sanford-Burnham Center for Chemical Genomics.
# CHOP UPR activ = apoptotic UPR (CHOP) activation; activation, % at 10 µM; 330,000 compounds, 0.34% hits; CHO-CHOP luciferase reporter, luminescence; percent of tunicamycin response over DMSO baseline;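 active = at 10 µM dose, activation of 40% or more, normalized to positive control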;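 also: 100% = tunicamycin at 10 µg/mL and 0% = DMSO alone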
#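 assay system = CHO CHOP reporter cells | amount = 500 CHO-CHOP cells per well | buffer or medium = F12 with 10% FBS | incubation = 16-18 h cell attachment, then 6 h compound exposure, 37 °C | detection = luminescence read with Steady-Glo | read-out = percent activation relative to tunicamycin control | controls = tunicamycin high control, DMSO low control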
# tim10-1 inh = tim10-1 yeast growth inhibition. S. cerevisiae tim10-1 ts strain growth, BacTiter-Glo, 24 h. inhibition, % at 20 µM. 330,000 compounds, 2.2% hits. AID 463190;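 active = inhibition of at least 40%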;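 also: mutant grown at 25 °C; 0% = DMSO wells with yeast and 100% = wells holding no yeast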
# XBP1 UPR activ = activators of adaptive arm of unfolded protein response (XBP1); CHO-XBP1 luciferase reporter, IRE1-XBP1 UPR activation, luminescence; percent of tunicamycin response, DMSO as zero; activation, % at 20 µM; 330,000 compounds, 0.33% hits;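 active = versus positive control, 20 µM dose yields 30% or more activation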;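 also: 100% = tunicamycin at 10 µg/mL and 0% = DMSO only wells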
#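 incubation = overnight seeding at 37 °C, 6 h compound treatment at 37 °C | assay system = CHO-XBP1 cells stably carrying IRE1-XBP1-driven luciferase reporter | input = 1000 cells per well | detection = luciferase luminescence | dosing = single point, 20 µM final compound, 1% DMSO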
# CXCR6 inh = blocks human CXCR6 beta-arrestin recruitment; CHO-K1 PathHunter CXCR6 beta-arrestin, luminescence; inhibition, % at 20 µM; 360,000 compounds, 0.36% hits; in the data active = inhibition above about 34%, passing the limit was not always enough;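 also: antagonist mode with CXCL16 agonist at 10 nM final; 0% = 10 nM CXCL16 with DMSO and 100% = unstimulated wells without agonist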
# TIM10 inh = growth inhibitors of TIM10 yeast strain | S. cerevisiae TIM10 strain growth, BacTiter-Glo luminescence, 24 h | 330,000 compounds, 1.4% hits | inhibition, % at 10 µM | AID 463195;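 active = inhibition of 40% or more at the single tested concentration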;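 also: wild-type TIM10 isogenic control strain grown at permissive 25 °C; 0% = DMSO yeast wells and 100% = minimal medium wells without yeast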
# APJ agonist = activates the human apelin receptor APJ. CHO-K1 APJ PathHunter beta-arrestin, luminescence; 0% DMSO wells, 100% apelin. activation, % at 20 µM. 330,000 compounds, 0.11% hits;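 active = activation more than six SD over the plate average, tested at 20 µM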;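 also: 0% = DMSO alone and 100% = apelin-13 at 10 nM; some results filed as inactive read as strong as hits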
#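 Material: CHO-K1 APJ beta-arrestin complementation cell line; Input: cell density 1000 per well; Incubation: compound stimulation 90 min at 25 °C, detection 60 min; Signal: luminescence from split beta-galactosidase complementation, Galacton Star/Emerald II substrate; Controls: DMSO-only wells as negative, 10 nM Apelin-13 as positive control.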
# APJ antagonist = APJ receptor antagonism | AID 2521 | CHO-K1 APJ beta-arrestin complementation, luminescence | 330,000 compounds, 0.32% hits | inhibition, % at 20 µM | P35414;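 active = inhibition above about 40% at 20 µM, limit read from the data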;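 also: cells challenged with 10 nM apelin-13 agonist together with compound; plate controls were apelin-13 plus DMSO wells for no effect and DMSO wells lacking apelin-13 for full effect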
# tim23-1 inh = inhibits growth of tim23-1 mutant yeast | S. cerevisiae tim23-1 growth, BacTiter-Glo luminescence, 24 h | inhibition, % at 20 µM | 330,000 compounds, 1.3% hits | AID 463212;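 active = growth inhibition of the mutant yeast at or above 50%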;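 also: temperature-sensitive mutant grown at 25 °C; plate controls were DMSO-treated mutant yeast for no effect and medium wells lacking yeast for full effect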
# Mdm2-MdmX inh = inhibitors of human Mdm2/MdmX interaction; AID 485346; inhibition, % at 8 µM; 330,000 compounds, 3% hits; O15151+Q00987; SaOS-2 split-luciferase Mdm2/MdmX complementation, luminescence;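 active = inhibition of at least 50% at 8 µM in the primary screen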
# Target sequence (O15151 whole entry, looked up): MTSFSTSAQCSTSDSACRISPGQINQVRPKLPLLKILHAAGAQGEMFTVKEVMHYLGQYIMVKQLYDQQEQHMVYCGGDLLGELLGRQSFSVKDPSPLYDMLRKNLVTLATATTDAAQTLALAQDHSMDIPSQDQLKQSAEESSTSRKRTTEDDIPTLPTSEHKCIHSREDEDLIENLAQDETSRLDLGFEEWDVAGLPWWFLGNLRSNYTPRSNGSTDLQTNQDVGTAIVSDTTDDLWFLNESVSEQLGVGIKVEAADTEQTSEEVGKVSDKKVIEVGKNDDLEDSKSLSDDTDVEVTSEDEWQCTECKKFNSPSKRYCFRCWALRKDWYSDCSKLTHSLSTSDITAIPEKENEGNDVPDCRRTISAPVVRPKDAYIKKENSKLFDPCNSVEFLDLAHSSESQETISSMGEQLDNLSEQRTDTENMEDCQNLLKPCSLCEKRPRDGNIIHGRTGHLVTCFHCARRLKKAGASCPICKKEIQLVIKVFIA
# Target sequence (Q00987 whole entry, looked up): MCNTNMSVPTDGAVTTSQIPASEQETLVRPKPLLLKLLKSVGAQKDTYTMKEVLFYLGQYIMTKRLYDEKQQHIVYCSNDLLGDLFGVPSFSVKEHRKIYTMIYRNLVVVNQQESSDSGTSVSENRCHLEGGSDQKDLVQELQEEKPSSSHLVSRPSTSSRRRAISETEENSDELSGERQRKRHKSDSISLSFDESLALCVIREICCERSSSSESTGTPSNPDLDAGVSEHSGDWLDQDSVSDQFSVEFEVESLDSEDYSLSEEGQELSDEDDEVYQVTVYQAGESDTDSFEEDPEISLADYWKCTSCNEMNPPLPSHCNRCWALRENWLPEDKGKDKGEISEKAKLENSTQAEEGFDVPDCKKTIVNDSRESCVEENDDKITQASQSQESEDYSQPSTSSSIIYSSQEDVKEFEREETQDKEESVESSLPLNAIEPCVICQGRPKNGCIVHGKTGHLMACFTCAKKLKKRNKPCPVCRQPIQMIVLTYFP
# An asterisk follows results filed as active. This is a subset, so the mix of outcomes need not match the whole.
SMILES,CHOP UPR activ,tim10-1 inh,XBP1 UPR activ,CXCR6 inh,TIM10 inh,APJ agonist,APJ antagonist,tim23-1 inh,Mdm2-MdmX inh
CC1=CC(C)(C)Nc2ccc(OC(=O)CN3C(=O)c4ccccc4C3=O)cc21,9.5,47*,-4,-5,16,-4,-27,42,97*
Cc1nnc(SCC(=O)OC2CC(C)CCC2C(C)C)[nH]c1=O (stereo unspecified),-0.6,14,0,-8,9,0,-1,15,1
Cc1ccccc1Cn1cc(NC(=O)CCCn2nc([N+](=O)[O-])cc2C)cn1,-1.5,7,-1,0,1,-4,2,15,2
COc1ccc(OCC(O)Cn2c(Br)nc3c2c(=O)[nH]c(=O)n3C)cc1 (stereo unspecified),0.0,7,7,-2,-1,1,-2,5,15
CC(C)N(C(=O)CN1C(=O)C(=O)c2ccccc21)c1ccccc1,1.7,17,0,-2,10,-4,3,16,-6
O=C(Nc1cccc(Cn2cccn2)c1)c1cc2c(s1)CCCC2,3.9,18,0,4,16,-4,-22,31,-20
CSc1nc2nc(-c3ccccc3)cc(=O)n2[nH]1,1.1,0,-2,3,12,-1,6,3,-10
O=C1C=C(c2ccccc2C(F)(F)F)C[C@@H](c2ccc3c(c2)OCO3)C1,2.7,18,-2,4,6,-1,10,42,2
Cc1cc(=O)n2nc(N3CCC(C(=O)NCC(C)c4ccccc4)CC3)sc2n1 (stereo unspecified),1.0,13,-2,-8,-3,8,-9,-1,-17
O=C(O)c1ccccc1P(=O)(c1ccccc1)c1ccccc1,0.0,5,1,-1,15,0,7,2,18
COc1ccc(CCN2C(=O)CC(Cc3cccc(C)c3)C2=O)cc1OC (stereo unspecified),-0.6,18,1,3,1,-1,-5,15,-6
Cc1nnc(NC(=O)C(C)Oc2ccc3c(C)cc(=O)oc3c2)s1 (stereo unspecified),-1.2,5,-1,-9,4,0,3,16,6
O=C(CC1OC(=O)c2ccccc21)Nc1cc(Cl)ccc1N1CCCC1 (stereo unspecified),-0.8,-5,4,6,-14,-9,22,8,29
CCN(CC)C(=O)Cn1c(=O)n(Cc2ccccc2Cl)c2c1c(=O)n(C)c(=O)n2C,0.0,17,1,1,12,-6,1,24,-1
COc1ccccc1NC(=O)c1cccc(NC(=O)c2ccco2)c1,3.5,26,2,10,17,-6,5,57*,8
COc1ccc(C(c2c(C)[nH][nH]c2=O)c2c(C)[nH][nH]c2=O)cc1Br,3.2,14,-3,1,39,1,-4,35,-4
CCc1noc(C)c1C(=O)N(CCCOC)c1c(N)n(Cc2ccccc2)c(=O)[nH]c1=O,-0.9,5,-2,-2,-6,-3,13,-3,18
CC(C)n1cc(CN2CCC(C(=O)Nc3ccc(Oc4ccccc4F)cc3)CC2)cn1,-2.6,-4,-3,-1,0,2,10,-2,26
CCOC(=O)c1nnn2c1nc(Nc1cccc(C(F)(F)F)c1)c1ccccc12,30,6,70*,-10,12,-3,-8,5,82*
Cc1ccc2oc(-c3ccc(C)c(NC(=S)NC(=O)c4cccs4)c3)nc2c1,4.8,15,1,12,16,-3,4,14,29
CC(C)C(=O)N1CCN(CCN2C(=O)c3cccc4cccc(c34)C2=O)CC1,2.2,26,-5,-2,-2,-4,10,14,12
COc1ccccc1NC(C)=[N+](C)CCNS(=O)(=O)c1ccc(Cl)cc1,2.4,-3,-4,8,1,-6,-4,9,17
CCOC(=O)CNC(=O)COc1coc(CN2CCN(c3ccccc3F)CC2)cc1=O,-0.9,-1,-2,-3,-2,-2,1,-16,24
C#CCOCCOCCOCCNc1nc(N2CCN(C(=O)[C@H](CCCCN)n3cc(CN)nn3)CC2)nc(N2CCN(C(=O)[C@H](CCCCN)n3cc([C@@H](N)[C@H](C)CC)nn3)CC2)n1,-1.5,3,-1,-7,-4,-3,6,-1,28
CC(C)(C)c1ccc(C2/C(=C(\O)c3ccc4c(c3)OCCO4)C(=O)C(=O)N2CCCN2CCOCC2)cc1 (stereo unspecified),1.3,17,-1,-1,-13,6,11,7,4
C=CCOC(=O)Nc1ccc(Cl)cc1NC(=O)OCC=C,-1.7,16,0,11,5,-3,13,1,24
Nc1c(C(=O)NCc2ccccc2)sc2nc3c(cc12)C(=O)CCC3,1.4,-13,3,2,-20,6,25,-4,16
N#C/C(=C(/O)C(Cl)c1ccccc1)c1nc2ccccc2s1 (stereo unspecified),-1.2,-1,1,-1,24,-6,11,37,-26
COc1cc(CNCCc2ccccc2F)ccc1OCc1ccc(Cl)nc1,1.3,11,3,3,-5,-3,-14,-10,36
CCn1c(CNC(=O)c2cccc(C)c2)nnc1SCC(=O)NC1CCCCC1C (stereo unspecified),0.9,16,1,-3,2,-8,-4,1,4
CCOc1ccccc1N(CC(=O)O)S(=O)(=O)c1ccc(C)cc1,-1.4,14,0,9,8,-2,14,12,18
CCC(C)(C)NC(=O)C(c1cccn1C)N(C(=O)Cn1nnc2ccccc21)c1ccc(F)cc1 (stereo unspecified),-1.1,-11,3,-3,2,-2,8,-8,26
C[C@@H]1CN([C@H](C)CO)C(=O)c2cc(NC(=O)Nc3ccc(C(F)(F)F)cc3)ccc2O[C@H]1CN(C)S(=O)(=O)c1ccc(Cl)cc1,6.5,11,4,0,12,-2,-3,19,85*
C[C@]12C(=O)N(c3ccc(Br)cc3)C(=O)N1[C@@H]1c3ccccc3OC[C@@H]1[C@H]2c1ccccc1,0.8,25,-1,2,20,-3,3,27,41
Cc1ccc(OCCN2CCN(C)CC2)c([N+](=O)[O-])c1,2.1,6,0,0,-21,-2,-5,-2,12
Cc1ccc(Nc2nc(NCCCN3CCOCC3)nc(N)c2[N+](=O)[O-])cc1,-1.0,-11,1,-2,2,1,11,-7,8
C=CCNS(=O)(=O)c1sccc1/C=N/O,-1.8,10,-1,-2,5,-4,1,4,-4
C[C@H]1C=C(C(=O)NCc2nc3ccccc3[nH]2)O[C@@H](OCCCCO)C1,-0.4,8,-1,-6,7,0,-41,10,-24
CCOC(=O)c1cnn(-c2c(Cc3ccccc3)c(C)nc3c(-c4ccccc4)c(C)nn23)c1N,1.4,22,0,18,-7,-4,12,-13,9
CCOc1cccc(/C=C/C(=O)O)c1,0.5,9,-2,-5,-9,-4,6,1,0
CCC(C)[C@H](NC(=O)[C@@H]1Cc2ccccc2CN1)C(=O)Nc1ccc2c(c1)OCO2 (stereo partly specified),1.1,3,4,-1,-8,-2,-3,-8,-9
O=C(COc1ccc([N+](=O)[O-])cc1)Nc1ccc2[nH]c(=O)[nH]c2c1,0.1,-4,-2,-6,-8,-4,-55,-6,-8
Cn1c(=O)[nH]c(=O)c2c1nc(N1CCOCC1)n2CCc1ccccc1,-1.5,-15,-2,-8,-1,-1,-3,7,1
Cc1ccc(C(=O)Nc2nnc(-c3ccncc3)s2)o1,0.3,24,1,-3,-8,1,-33,-5,-6
Cc1c(NC(=O)c2ccc3c4c(cccc24)CC3)c(=O)n(-c2ccccc2)n1C,-1.5,1,-1,5,-8,-8,3,-14,-2
COC(=O)c1ccc(N2CCN(C)CC2)c(NC(=O)COc2ccc(C)cc2)c1,0.4,0,-2,-7,0,-1,0,18,10
O=C(CN1CCSCC1)N/N=C/c1ccccc1F,1.4,8,0,6,5,-3,-17,7,-19
N=C1C(c2ccccc2)=C(O)CN1c1ccc2c(c1)OCO2,0.3,-11,-1,0,-5,-2,4,9,34
CSc1ccc(/C=N/n2c(C)nnc2C)cc1,-1.2,-8,-3,7,-5,-2,1,12,-8
COC(=O)c1ccccc1NC(=S)N(Cc1ccc2c(c1)OCO2)Cc1cc2cccc(C)c2[nH]c1=O,-0.2,20,-1,-10,27,-2,4,22,9
O=C(N/N=C/c1c[nH]c2ccccc12)c1ccn[nH]1,3.8,2,3,-5,-1,-3,10,1,-6
O=C(COC(=O)c1c2c(nc3ccccc13)/C(=C\c1cccs1)CCC2)Nc1ccccc1,1.9,17,4,13,21,-1,14,7,52*
O=C(OCC#CCSc1nnc(-c2cccc3ccccc23)o1)c1cccc2[nH]ccc12,-0.5,1,0,6,-3,-3,5,7,27
CC(/C=N/Nc1ccc2nncn2n1)=C\c1ccccc1,1.7,-83,1,-3,-7,5,-8,28,6
COc1ccc(CNC(=O)CS(=O)CC(=O)O)cc1OC (stereo unspecified),0.9,7,-2,-8,11,-3,-24,8,-34
COC(=O)c1ccc(NC(=O)Cn2nnc3ccccc32)cc1,4.1,-7,3,-1,-20,5,-3,5,-46
Cn1ccnc1C(O)c1ccccc1 (stereo unspecified),0.6,1,1,-10,10,0,-10,5,8
COc1ccc(C2=NN(C(=O)c3ccncc3)C(c3ccccc3O)C2)cc1 (stereo unspecified),2.6,-25,7,2,23,-3,13,32,-12
CC(=O)c1c(C)[nH]c(C(=O)OCC(=O)NCCC2=CCCCC2)c1C,-2.0,6,-2,-8,5,-4,-2,7,22
Cc1cc(C(=O)NCC2CCCCC2)ccc1[N+](=O)[O-],5.0,7,2,13,-10,0,-29,26,-23

# Going on with the list.
SMILES,CHOP UPR activ,tim10-1 inh,XBP1 UPR activ,CXCR6 inh,TIM10 inh,APJ agonist,APJ antagonist,tim23-1 inh,Mdm2-MdmX inh
O=S(=O)(NCCOc1cccc2cccnc12)c1ccc(F)cc1,-2.3,25,-1,-6,16,-9,11,11,28
FC(F)(F)c1ccc(CN2CCN(Cc3ccco3)CC2)cc1,2.1,0,2,1,-11,-1,-7,2,-10
CCOC(=O)CSc1nnc(-c2cccnc2)n1C,0.1,-7,1,-6,1,-1,4,3,6
NC(=O)Nc1ccc(C(=O)OCC(=O)NC2CCCCC2)cc1,-0.7,18,4,-1,1,-2,10,-3,4
CC1CN(CCCCOc2ccc3ccccc3c2)CC(C)O1 (stereo unspecified),-0.7,-17,-1,-5,-48,-1,11,23,10
O=S1(=O)CC/C(=N/Nc2ccc(C(F)(F)F)cn2)c2cc(F)ccc21,-1.8,22,-2,-6,11,-1,-10,35,1
COc1cc2c(cc1OC)CN(C(=O)C1(c3ccccc3)CC1)CC2,-0.6,17,0,2,14,-1,1,-6,-6
C/C(=N\NC(=O)Cc1cccc2ccccc12)c1ccncc1,-0.8,11,1,0,13,-2,3,7,-17
CCOC(=O)c1nnn2c1nc(N1CCCCC1)c1ccccc12,-0.8,-9,8,2,1,0,-5,25,-10
CCN(CC(=O)NCc1ccc(F)cc1)CC(=O)Nc1ccccc1-c1ccccc1,0.1,31,-4,6,17,-2,10,12,-29

# Part of the list above, reduced to CXCR6 inh and APJ agonist.
structure	CXCR6 inh	APJ agonist
O=S(=O)(NCCOc1cccc2cccnc12)c1ccc(F)cc1	-6	-9
C/C(=N\NC(=O)Cc1cccc2ccccc12)c1ccncc1	0	-2
CC1CN(CCCCOc2ccc3ccccc3c2)CC(C)O1 (stereo unspecified)	-5	-1
FC(F)(F)c1ccc(CN2CCN(Cc3ccco3)CC2)cc1	1	-1
